Bioassay records: PubChem BioAssay, National Center for Advancing Translational Sciences (NCATS)
MLL CXXC-DNA inh = qHTS Fluorescence Polarization Assay for Inhibitors of MLL CXXC domain - DNA interaction; Histone-lysine N-methyltransferase 2A (Homo sapiens), Q03164; MLL-CXXC / FITC-HOXA9 DNA fluorescence polarization; Potency, µM (doses to about 115 µM), without a hit: at the highest dose activity change, negative = inhibition, actives largely listed as inhibitors; 290,000 compounds, 0.037% hits; AID 2662, 2010; active means well fitted inhibition curve with a large enough effect in the polarisation, with a control signal flat, not every such curve was filed as active; inconclusive means small, poorly fitted or top-dose-only effect, or effect the other way, or a change in a side signal; inactive means no such curve, though single readings can be large or run the other way; the % refers to the polarisation
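Steps: dispense CXXC domain solution (7 uM) → pin compounds or unlabeled HOX-A9 DNA control → 5 min ambient → add FLSN-HOX-A9 solution (50 nM) → spin → 30 min ambient → fluorescence polarization. Tris pH 7.5/NaCl/DTT/BSA buffer.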
BRCA1 expr up = qHTS Assay to Identify Small Molecule Activators of BRCA1 Expression. 380,000 compounds, 1.1% hits. MCF7-BRCA1-FFLuc reporter, luminescence, 48 h; response scale: scaled: vehicle 0%, 10 µM genistein 100%. Potency, µM (doses to about 46.1 µM), without a hit: top-dose activation, actives largely listed as activators; further: nearly all actives have a fitted effect of over 80% in size; some results filed as inactive show a strong effect at the top dose
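Luminescence from a BRCA1-driven firefly luciferase in MCF7 cells was read after 48 h compound exposure at 37 C. Data normalized against DMSO and a 10microM genistein activation control, then curve-fitted across the titration.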
NPC1 prom act = qHTS Assay for NPC1 Promoter Activators; Huh7 NPC1 promoter luciferase reporter, 24 h; Potency, µM (titrated, usually from 9.22 µM), for inactives: at the highest dose activation, most hits filed as activators; 320,000 compounds, 2.4% hits;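 further: % of control where 0% means no effect; nearly all actives have a fitted effect of over 60% in size; reporter is driven by a mutant NPC1 promoter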
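Compounds in DMSO were transferred onto Huh7 NPC1-luciferase reporter cells pre-incubated 2 h; after 24 h at 37 °C, Amplite reagent was dispensed and luminescence recorded 10 min later.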
uPA surface inh = qHTS for Inhibitors of Cell Surface uPA Generation; cell surface uPA generation assay, qHTS; Potency, µM (doses to about 38.3 µM), without a hit: at the top dose activity change, negative = inhibition, actives largely listed as inhibitors; 330,000 compounds, 0.31% hits; AID 540303, 2011; active means well fitted inhibition curve with a large enough effect; inconclusive means small, poorly fitted or top-dose-only effect; inactive means no such curve, though single readings can be large or run the other way; tested in mouse RAW 264.7 cells; further: on the % scale 0 is the no-effect control and ±100 the full control effect; nearly all actives have a fitted effect of over 55% in size
FLuc modulator = qHTS profiling assay for firefly luciferase inhibitor/activator using purifed enzyme and Km concentrations of substrates (counterscreen for miR-21 project); purified FLuc, Km substrates, luminescence inhibition; 360,000 compounds, 6.9% hits; AID 588342, 2011; Luciferin 4-monooxygenase (Photinus pyralis), P08659; Potency, µM (series often up to 57.5 µM), for the others: top-dose activity change, negative = inhibition, actives largely listed as inhibitors;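 further: plate controls were vehicle for no effect and reference inhibitor for full effect; nearly all actives have a fitted effect of over 55% in size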
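Purified P. pyralis luciferase, 10 nM final, with Km-level 10 uM D-luciferin and 10 uM ATP in 50 mM Tris acetate pH 7.5, 10 mM Mg acetate, 0.01% Tween-20, 0.05% BSA; 6-point qHTS titration about 60 µM downward; luminescence read.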
Rab9 promoter act = qHTS Assay for Rab9 Promoter Activators; 320,000 compounds, 2.8% hits; Potency, µM (doses to about 9.22 µM), without a hit: at the highest dose activation, negative = inhibition, actives largely listed as activators; Huh7 Rab9 promoter-luciferase reporter, luminescence, 24 h; further: % of control where 0% means no effect; nearly all actives have a fitted effect of over 60% in size
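Cells were plated at 1500 per well in reduced-serum medium with 10% FBS and left 2 h. Compound in DMSO was then added for 24 h at 37 °C. Reporter signal was read by luminescence after 10 min with luciferase detection reagent.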
p53 reactivator = qHTS assay for re-activators of p53 using a Luc reporter; 320,000 compounds, 0.063% hits; Potency, µM (highest dose often 92.2 µM), without a hit: at the highest dose activity change, positive = activation, actives largely listed as activators; AID 504706, 2011; H1299 p53-A138V BP100-luciferase reporter, luminescence, 24 h; further: % of control where 0% means no effect; nearly all actives have a fitted effect of over 45% in size
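H1299 (p53-null), stable ts p53-A138V + BP100-Luc; 1000 cells/well, Opti-MEM/10% FBS; cpd 4 pt, 1:5; 24 h, 37 deg C, 5% CO2; detection reagent 10 min RT; luminescence.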
VP16 counter = VP16 counterscreen qHTS for inhibitors of ROR gamma transcriptional activity | Drosophila S2 Gal4-VP16 UAS-luciferase, luminescence, 20 h | Potency, µM (doses to about 53.6 µM), for the others: at the highest dose activity, negative = inhibition, hits mostly inhibitors | 310,000 compounds, 3.5% hits | AID 2546, 2010;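 further: Gal4-VP16 expression switched on by copper sulfate through the metallothionein promoter; on the % scale 0 is the no-effect control and ±100 the full control effect; nearly all actives have a fitted effect of over 50% in size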
MBNL1-CUG inh = qHTS Assay for Inhibitors of MBNL1-poly(CUG) RNA binding. Muscleblind-like protein 1 (Homo sapiens), Q9NR56. TR-FRET MBNL1-His/biotin-(CUG)12 binding, 665/545 ratio. Potency, µM (series often up to 57.5 µM), inactives show at the highest dose activity change, negative = inhibition, actives largely listed as inhibitors. 280,000 compounds, 0.036% hits. AID 2675, 2010; active means well fitted inhibition curve with a large enough effect in the signal ratio, with a control signal flat, not every such curve was filed as active; inconclusive means small, poorly fitted or top-dose-only effect, or effect the other way, or a change in a side signal; inactive means no such curve, though single readings can be large or run the other way; the % refers to the signal ratio; further: on the % scale 0 is the no-effect control and ±100 the full control effect
Target sequence (Q9NR56 whole entry, looked up): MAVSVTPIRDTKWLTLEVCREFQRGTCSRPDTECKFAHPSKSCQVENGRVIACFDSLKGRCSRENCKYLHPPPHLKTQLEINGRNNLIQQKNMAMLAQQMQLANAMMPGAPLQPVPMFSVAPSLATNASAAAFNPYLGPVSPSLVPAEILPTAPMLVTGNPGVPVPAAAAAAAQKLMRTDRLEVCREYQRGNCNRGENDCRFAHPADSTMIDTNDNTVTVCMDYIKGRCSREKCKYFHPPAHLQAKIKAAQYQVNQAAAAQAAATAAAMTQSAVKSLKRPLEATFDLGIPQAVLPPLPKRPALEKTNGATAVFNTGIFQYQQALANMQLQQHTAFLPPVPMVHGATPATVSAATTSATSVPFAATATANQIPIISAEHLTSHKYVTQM
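TR-FRET readout: Ex 340 nm, 665/545 nm emission ratio, normalized to buffer-only (basal) and MBNL1-(CUG)12 controls. Complex of MBNL1-His with Biotin-(CUG)12, compounds 92 nM–58 uM, incubated 60 min at room temperature.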
ELG1 genotox = qHTS screen for small molecules that induce genotoxicity in human embryonic kidney (HEK293T) cells expressing luciferase-tagged ELG1; Potency, µM (doses to about 46 µM), for inactives: top-dose activity change, positive = activation, actives largely listed as activators; AID 504466, 2011; 330,000 compounds, 1.3% hits; HEK293T ELG1-luciferase reporter, luminescence, 16 h; further: % of control where 0% means no effect; nearly all actives have a fitted effect of over 60% in size
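DMSO vehicle served as control against compound-treated ELG1-luciferase HEK293T cells; exposure lasted 16 hr at 37 °C and 5% CO2, followed by ONE-Glo luminescence detection after 30 min.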
RORgamma inh = qHTS for inhibitors of ROR gamma transcriptional activity; 310,000 compounds, 5.4% hits; Potency, µM (titrated, usually from 53.6 µM), inactives show top-dose activity change, negative = inhibition, actives largely listed as inhibitors; Drosophila S2 Gal4-RORgamma UAS-luciferase reporter, 20 h; AID 2551, 2010; further: on the % scale 0 is the no-effect control and ±100 the full control effect; nearly all actives have a fitted effect of over 60% in size
Target sequence (P51450 whole entry, looked up, the tested form may be a part): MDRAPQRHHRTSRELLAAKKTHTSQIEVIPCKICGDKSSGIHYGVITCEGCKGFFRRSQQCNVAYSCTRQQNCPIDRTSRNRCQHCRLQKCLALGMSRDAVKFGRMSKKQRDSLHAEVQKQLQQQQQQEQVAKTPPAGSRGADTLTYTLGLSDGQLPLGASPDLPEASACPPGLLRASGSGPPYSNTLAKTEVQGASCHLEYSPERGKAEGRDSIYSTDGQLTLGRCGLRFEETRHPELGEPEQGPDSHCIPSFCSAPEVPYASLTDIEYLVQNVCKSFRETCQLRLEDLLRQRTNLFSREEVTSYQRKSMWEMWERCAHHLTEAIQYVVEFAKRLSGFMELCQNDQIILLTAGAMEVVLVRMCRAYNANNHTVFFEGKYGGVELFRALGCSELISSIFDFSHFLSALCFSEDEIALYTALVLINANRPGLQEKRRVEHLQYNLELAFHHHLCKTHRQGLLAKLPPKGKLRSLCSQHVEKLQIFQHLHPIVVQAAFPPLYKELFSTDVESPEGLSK
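Read-out: Photinus luciferase luminescence; inhibitors lower reporter signal. Insect Schneider cells with Gal4-ROR gamma fusion under metallothionein promoter, UAS reporter; 700 uM final copper sulfate induction, 20 hr, ambient temperature.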
Starred values were filed as active, the others as inactive; [ ] = remark or other dose. Unless noted, the call rests on the fitted dose curve; in most records, active means well fitted curve in the direction sought with a large enough effect; inconclusive means small, poorly fitted or top-dose-only effect, or another doubt; inactive means no such curve, though single readings can be large; an effect the other way counts as inactive or inconclusive. Potency means the concentration at half of the fitted maximal effect. The list is partial; count on the stated rates, not on these rows.

Results for CCOC(=O)/C=c1\s/c(=C\c2ccccc2C)c(=O)n1CC(=O)NCc1ccc2c(c1)OCO2 ?
MLL CXXC-DNA inh: 25%; BRCA1 expr up: -66%; NPC1 prom act: 0%; uPA surface inh: inconclusive; FLuc modulator: 0%; Rab9 promoter act: -12%; p53 reactivator: 6%; VP16 counter: -16%; ELG1 genotox: 12%; RORgamma inh: -11%[10 µM]

What do the screens show for `CCN1CCN(C(=O)c2ccc(Cl)c(S(=O)(=O)N3CCCCCC3)c2)CC1`?
MLL CXXC-DNA inh: 7%; BRCA1 expr up: -17%; NPC1 prom act: 0%; uPA surface inh: -4%; FLuc modulator: -5%; Rab9 promoter act: 0%; p53 reactivator: -1%; VP16 counter: -9%; MBNL1-CUG inh: 2%; ELG1 genotox: -8%; RORgamma inh: -16%

What do the screens show for `Cc1ccc(C)c2sc(NC(=O)c3nc4ccccc4s3)nc12`?
MLL CXXC-DNA inh: -5%; BRCA1 expr up: -2%; NPC1 prom act: 0%; uPA surface inh: -1%; FLuc modulator: 2%; Rab9 promoter act: -2%; p53 reactivator: 2%; VP16 counter: 1µM*; MBNL1-CUG inh: -7%; ELG1 genotox: 2%; RORgamma inh: 1µM*

How did COc1ccccc1NC(=O)CN1CCN(CC(=O)Nc2ccccc2Cl)CC1 do in these assays?
MLL CXXC-DNA inh: 24%; BRCA1 expr up: -8%; NPC1 prom act: 0%; uPA surface inh: 7%; FLuc modulator: 1%; Rab9 promoter act: -2%; p53 reactivator: 10%; VP16 counter: -4%; MBNL1-CUG inh: 2%; ELG1 genotox: -1%; RORgamma inh: 0%

What do the screens show for `COc1ccc(OC)c(N/C(=N/c2nc(C)cc(C)n2)NC(C)=O)c1`?
MLL CXXC-DNA inh: -6%; BRCA1 expr up: 8%; NPC1 prom act: 1%; uPA surface inh: 1%; FLuc modulator: -1%; Rab9 promoter act: -1%; p53 reactivator: -4%; VP16 counter: -3%; MBNL1-CUG inh: 7%; ELG1 genotox: -3%; RORgamma inh: -14%

What do the screens show for `COc1ccc(C(=O)N2CCN(C(=O)C3COc4ccccc4O3)CC2)cc1` (configuration not stated)?
MLL CXXC-DNA inh: 9%; BRCA1 expr up: 2%; NPC1 prom act: 0%; uPA surface inh: 6%; FLuc modulator: 0%; Rab9 promoter act: 3%; p53 reactivator: 7%; VP16 counter: -19%; MBNL1-CUG inh: -11%; ELG1 genotox: 2%; RORgamma inh: 3%

Results for CCOCCOC(=O)c1ccc(NC(=O)c2cc(OC)c(OC)c(OC)c2Br)cc1 ?
MLL CXXC-DNA inh: 1%; BRCA1 expr up: -3%; NPC1 prom act: -4%; uPA surface inh: 4%; FLuc modulator: 2%; Rab9 promoter act: -2%; p53 reactivator: -2%; VP16 counter: 2%; MBNL1-CUG inh: -2%; ELG1 genotox: -1%; RORgamma inh: 3%

What do the screens show for `Cc1nc2c(sc3nc(N4CCOCC4)c4c(c32)CC(C)(C)OC4)c(-c2ccccc2)c1C(=O)O`?
MLL CXXC-DNA inh: 23%; BRCA1 expr up: -28%; NPC1 prom act: -2%; uPA surface inh: 9%; FLuc modulator: -1%; Rab9 promoter act: 0%; p53 reactivator: -3%; VP16 counter: 2%; ELG1 genotox: -6%; RORgamma inh: 33%

What do the screens show for `CC1Sc2ccc(S(=O)(=O)CCC(=O)NC(C)c3ccccc3)cc2NC1=O` (configuration not stated)?
MLL CXXC-DNA inh: -4%; BRCA1 expr up: -8%; NPC1 prom act: 0%; uPA surface inh: -3%; FLuc modulator: -1%; Rab9 promoter act: -5%; p53 reactivator: 3%; VP16 counter: -2%; MBNL1-CUG inh: -5%; ELG1 genotox: -1%; RORgamma inh: 0%

What do the screens show for `N#Cc1nc(-c2ccc(F)cc2)oc1NCc1cccc2c1OCO2`?
MLL CXXC-DNA inh: -10%; BRCA1 expr up: 61%; NPC1 prom act: -1%; uPA surface inh: -1%; FLuc modulator: -10%; Rab9 promoter act: 2%; p53 reactivator: 8%; VP16 counter: -5%; MBNL1-CUG inh: 8%; ELG1 genotox: 1%; RORgamma inh: 2%

How did CC(C)(C)N1C(=O)[C@H]2[C@@H](c3ccc(Br)cc3)N3C(=O)N(c4cccc(F)c4)C(=O)[C@@]3(Cc3ccccc3)[C@H]2C1=O do in these assays?
BRCA1 expr up: 0%; NPC1 prom act: -5%; uPA surface inh: 4%; FLuc modulator: 4%; Rab9 promoter act: 0%; p53 reactivator: -1%; ELG1 genotox: -1%

What do the screens show for `CCOC(=O)c1c(/N=C/C2C(=O)CCCC2=O)sc(C)c1C`?
MLL CXXC-DNA inh: -3%; BRCA1 expr up: 15%; NPC1 prom act: 0%; uPA surface inh: 3%; FLuc modulator: 6%; Rab9 promoter act: 2%; p53 reactivator: -6%; VP16 counter: -10%; MBNL1-CUG inh: -1%; ELG1 genotox: -3%; RORgamma inh: 4%

How did COC(=O)c1cc(-c2c[nH]c3ccccc23)n[nH]1 do in these assays?
MLL CXXC-DNA inh: 1%; BRCA1 expr up: -8%; NPC1 prom act: 1%; uPA surface inh: 9%; FLuc modulator: inconclusive; Rab9 promoter act: -4%; p53 reactivator: 19%; VP16 counter: 1%; MBNL1-CUG inh: -5%; ELG1 genotox: 0%; RORgamma inh: 6%

What do the screens show for `CCc1c(C#N)c(SCCC(=O)Nc2ccc(F)cc2)nc2c1C(=O)CC(C)(C)C2`?
MLL CXXC-DNA inh: 13%; BRCA1 expr up: -70%; NPC1 prom act: -2%; uPA surface inh: -7%; FLuc modulator: 4%; Rab9 promoter act: -5%; p53 reactivator: -1%; VP16 counter: -6%; MBNL1-CUG inh: 9%; ELG1 genotox: -30%[inhibitor]; RORgamma inh: 20%

How did COc1cc(S(=O)(=O)NC2CCCCC2)ccc1Cl do in these assays?
MLL CXXC-DNA inh: -6%; BRCA1 expr up: -26%; NPC1 prom act: -2%; uPA surface inh: 10%; FLuc modulator: inconclusive; Rab9 promoter act: 1%; p53 reactivator: -2%; VP16 counter: 1%; MBNL1-CUG inh: 1%; ELG1 genotox: -4%; RORgamma inh: -12%

What do the screens show for `COC(=O)[C@@H]1CCCN1C(=O)c1cc(COc2cccc3cccnc23)on1`?
MLL CXXC-DNA inh: -3%; BRCA1 expr up: -8%; NPC1 prom act: -3%; uPA surface inh: -10%; FLuc modulator: -3%; Rab9 promoter act: 1%; p53 reactivator: 5%; VP16 counter: 5%; MBNL1-CUG inh: 12%; ELG1 genotox: -2%; RORgamma inh: -12%

How did O=C(NCc1cccnc1)/C(=C/c1ccco1)NC(=O)c1ccccc1 do in these assays?
MLL CXXC-DNA inh: -1%; BRCA1 expr up: 0%; NPC1 prom act: inconclusive; uPA surface inh: -2%; FLuc modulator: -2%; Rab9 promoter act: -4%; p53 reactivator: 1%; VP16 counter: -4%; MBNL1-CUG inh: 26%; ELG1 genotox: 2%; RORgamma inh: 1%

Results for CC1CCCN(CC(O)COc2ccc(S(=O)(=O)N3CCCC3)cc2[N+](=O)[O-])C1 (configuration not stated) ?
BRCA1 expr up: 14%; NPC1 prom act: 1%; uPA surface inh: inconclusive; FLuc modulator: 3%; Rab9 promoter act: -12%; p53 reactivator: 11%; ELG1 genotox: 1%

Quoted at random: 2 records from the list, in no set order.
How did CC(C)(C)N1C(=O)[C@H]2[C@@H](c3ccc(Br)cc3)N3C(=O)N(c4cccc(F)c4)C(=O)[C@@]3(Cc3ccccc3)[C@H]2C1=O do in these assays?
BRCA1 expr up: 0%; NPC1 prom act: -5%; uPA surface inh: 4%; FLuc modulator: 4%; Rab9 promoter act: 0%; p53 reactivator: -1%; ELG1 genotox: -1%

How did COC(=O)c1cc(-c2c[nH]c3ccccc23)n[nH]1 do in these assays?
MLL CXXC-DNA inh: 1%; BRCA1 expr up: -8%; NPC1 prom act: 1%; uPA surface inh: 9%; FLuc modulator: inconclusive; Rab9 promoter act: -4%; p53 reactivator: 19%; VP16 counter: 1%; MBNL1-CUG inh: -5%; ELG1 genotox: 0%; RORgamma inh: 6%
